SSB-PriA inh = blocks PriA binding to SSB C-terminal tail | AlphaScreen SSBct-PriA binding, biotinylated peptide | inhibition, % at 33 µM | actives 0.6% (n = 430,000); in the data active means inhibition mostly above about 37%, no sharp cut-off; inactive means mostly below about 20%;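 further: plate controls were negative control peptide for no effect and reference peptide for full effect; strong numbers were not always called active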
TcdB inh = inhibitors of Clostridioides difficile toxin B glycohydrolase; P18177; TcdB glycohydrolase enzymatic assay, plate reader; actives 0.24% (n = 350,000); inhibition, % at 9.99 µM; in the data active means inhibition above about 10%
SARS 3CLpro inh = SARS-CoV 3CLpro protease inhibition; P0C6X7; recombinant SARS-CoV 3CLpro, quenched FRET peptide cleavage; inhibition, % at 6 µM; actives 0.14% (n = 290,000); AID 1706; in the data active means inhibition above about 12%
Yp Topo-I inh = inhibitors of Yersinia pestis topoisomerase I. actives 0.064% (n = 360,000). Y. pestis Topo-I cleavage product accumulation, plate reader. activity, % at 10 µM; in the data active means activity above about 50%, passing the limit was not always enough; inconclusive means no clear call, values can overlap the other calls; further: inactives centre near 2
Vc quorum ag = quorum light induction in luxS cqsA deficient V. cholerae. actives 0.16% (n = 350,000). activation, % at 18.7 µM. V. cholerae BH1578 lux reporter, luminescence, 6 h; in the data active means activation mostly above about 9.7%, no sharp cut-off; inconclusive means no clear call, values can overlap the other calls; inactive means mostly below about 3.7%; further: not every result past the cut was called active; inactives centre near 0; reference of the scale not given here
PrPC surface inh = cell surface PrPC inhibition, primary TR-FRET screen; P04156; actives 0.43% (n = 370,000); TR-FRET read-out; inhibition, % at 13.8 µM; in the data active means inhibition above about 24%; further: 0% = median of the test wells and 100% = reference compound wells
BoNT-A LC inh2 = blocks Botulinum neurotoxin A light chain protease; multiplex microsphere protease substrate cleavage, flow cytometry; inhibition, % at 10 µM; actives 0.17% (n = 360,000); AID 588499; further: plate controls were buffer without enzyme for full effect and enzyme alone for no effect
PfHsp40 rescue = restores yeast growth despite PfHsp40 toxicity | S. cerevisiae expressing PfHsp40, growth rescue, ATP luminescence | actives 0.68% (n = 340,000) | AID 504582 | growth rescue, % at 12.5 µM; in the data active means growth rescue above about 28%, passing the limit was not always enough; inconclusive means no clear call, values can overlap the other calls;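 further: yeast W303a lacking pdr1 and pdr3 grown in galactose medium; growth measured after three days at 30 °C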
Anthrax LF prot = blocks Bacillus anthracis lethal factor protease; P15917; multiplex microsphere protease cleavage assay, LF; inhibition, % at 10 µM; actives 0.12% (n = 360,000); AID 588501; further: plate controls were buffer without enzyme for full effect and enzyme alone for no effect
Target sequence (P15917 whole entry, looked up): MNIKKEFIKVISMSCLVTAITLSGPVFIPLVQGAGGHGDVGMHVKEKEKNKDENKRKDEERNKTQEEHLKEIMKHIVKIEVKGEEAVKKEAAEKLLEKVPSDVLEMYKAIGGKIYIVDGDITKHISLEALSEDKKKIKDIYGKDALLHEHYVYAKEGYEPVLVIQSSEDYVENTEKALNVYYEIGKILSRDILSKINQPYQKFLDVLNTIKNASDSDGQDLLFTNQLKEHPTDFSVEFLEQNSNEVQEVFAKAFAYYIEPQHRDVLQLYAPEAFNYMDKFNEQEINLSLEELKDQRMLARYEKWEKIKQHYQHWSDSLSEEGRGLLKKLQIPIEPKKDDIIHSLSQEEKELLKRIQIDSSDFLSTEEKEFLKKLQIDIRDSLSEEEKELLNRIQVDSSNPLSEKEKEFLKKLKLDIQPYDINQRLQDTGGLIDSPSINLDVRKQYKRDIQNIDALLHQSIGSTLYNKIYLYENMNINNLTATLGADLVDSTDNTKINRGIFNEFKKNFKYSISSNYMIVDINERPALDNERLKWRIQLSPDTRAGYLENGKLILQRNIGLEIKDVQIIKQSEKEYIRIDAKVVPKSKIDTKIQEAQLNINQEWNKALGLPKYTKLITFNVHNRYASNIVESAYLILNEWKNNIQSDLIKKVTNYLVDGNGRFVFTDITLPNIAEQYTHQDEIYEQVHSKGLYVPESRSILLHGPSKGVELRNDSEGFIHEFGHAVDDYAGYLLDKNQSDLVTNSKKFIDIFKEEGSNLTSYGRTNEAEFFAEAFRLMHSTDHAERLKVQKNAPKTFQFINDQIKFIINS
Numbers without * were called inactive; i = inactive; ? = inconclusive; · = not tested or not shown; & = joins results of further samples. Unless noted, no stated cut-off is given here; in the data, active means inhibition above about 30%; inconclusive means no clear call, values can overlap the other calls; inactive means below that.

The line under a structure holds: SSB-PriA inh, TcdB inh, SARS 3CLpro inh, Yp Topo-I inh, Vc quorum ag, PrPC surface inh, BoNT-A LC inh2, PfHsp40 rescue, Anthrax LF prot
O=C(NCc1cccnc1)C1CCC(CNS(=O)(=O)c2cccc3nsnc23)CC1 (stereo not given)
  -0.6, 1.1, 6.2, -1.0, -0.4, -20.0, -0.6, -1.4, -2.5
O=C(COC(=O)c1cccc(-n2cnnn2)c1)c1ccc(Br)cc1
  -5.1, 2.8, ·, -1.0, -0.5, -3.6, ·, -1.3, ·
COc1cc(CN(C(=S)NCC(=O)NC2CC2)C2CCCC2)cc(OC)c1OC
  -13.8, 2.8, 3.8, 4.4, i, 5.6, -0.3, -0.8, 1.7
CCC1CCC2(CC1)NC(=O)N(CC(=O)N1CCc3ccccc31)C2=O (stereo not given)
  -7.2, 2.6, ·, -3.9, i, -6.7, 0.3, -0.9, 1.0
Cc1nc2cc(-c3ccccc3)nn2c(C)c1CCC(=O)N1CCC2(CC1)OCCO2
  -12.8, ·, 5.6, -4.1, -1.9, 0.2, -1.2, -0.3, -1.9
Cc1ccc(F)cc1NC(=O)COC(=O)COc1ccc(C#N)cc1
  -12.2, 1.4, ·, -5.3, -0.7, -6.2, 0.1, 0.5, -3.3
COC(=O)C1=C(c2cccc3c2S(=O)(=O)c2ccccc2-3)C[C@@H]2CC[C@H]1N2C(=O)N1CCc2cc(OC)c(OC)cc2C1
  -0.6, 0.8, ·, 29.5, i, 0.1, 0.2, 1.8, -2.3
Cc1cccc(CSCCNC(=O)COc2ccc(Cl)cc2)c1
  -2.4, 0.0, 4.6, ?, -2.0, -1.1, -0.6, 16.7, -3.4
C/C(=N\NC(=O)c1nnn(-c2nonc2N)c1-c1ccc(Cl)c(Cl)c1)c1ccncc1
  ·, 2.4, 7.1, 1.1, 0.2, -3.8, 0.1, 1.0, 1.0
CCn1c2ccccc2c2cc(NC(=O)CSc3nnc(-c4cccc(F)c4)o3)ccc21
  -4.9, ·, -3.7, 11.1, -0.6, 3.4, 0.1, 0.7, -4.5
O=C(Nc1cnc2ccccc2c1)N1CCCCC1
  2.0, ·, 4.4, 0.6, -0.8, -2.0, -0.3, 0.5, -1.4
Cc1c(O)c(CN2CCCC2)cc2c3c(c(=O)oc12)CCC3
  -2.9, -0.5, 1.0, 2.5, -0.5, -7.2, 0.9, -0.6, 0.3
CCCNC(=O)C1(C)CCN(C(=O)c2cc(F)ccc2C)C1 (stereo not given)
  ·, 0.8, ·, 3.3, i, -2.0, 0.4, ·, 7.7
CCOC(=O)Cn1nc(C)c2c1CCCC2=O
  -8.5, ·, 2.6, 7.4, -0.6, 0.0, 0.2, -0.4, -4.1
COC(=O)C(NS(=O)(=O)c1ccc(NC(C)=O)cc1)C(C)C (stereo not given)
  -4.7, 1.6, 6.4, 0.3, -0.4, 7.4, -0.5, -0.4, -2.0
NNC(=O)CCC(=O)Nc1ccccc1
  -9.0, 0.8, 0.4, 3.2, -0.5, 3.8, 0.3, -0.5, 2.0
Cc1cc(C=C2C(=O)c3ccccc3C2=O)c(C)n1-c1ccc(Cl)cc1
  -1.1, 0.8, -8.9, 1.1, -0.9, -4.3, 2.4, -0.7, 5.4
CN1CCN(c2ccc(S(=O)(=O)N3CCOCC3)cc2NC(=O)COc2ccc(F)cc2Cl)CC1
  -8.2, 0.4, -3.3, 32.7, i, 1.6, 1.4, -1.1, -1.4
COc1ccc(NC(=O)c2nc(SC)ncc2Cl)cc1
  4.8, 0.9, 4.4, 0.3, -0.5, -7.7, -0.7, -1.2, -3.2
O=C1NCCCC1C(=O)N/N=C/c1ccc([N+](=O)[O-])cc1 (stereo not given)
  i, 0.6, -3.7, 1.2, 0.5, -36.2, -5.6, ·, ?

Profiles, looked up by structure. Screens in order: SSB-PriA inh	TcdB inh	SARS 3CLpro inh	Yp Topo-I inh	Vc quorum ag	PrPC surface inh	BoNT-A LC inh2	PfHsp40 rescue	Anthrax LF prot
NNC(=O)CCC(=O)Nc1ccccc1 is entered as -9.0	0.8	0.4	3.2	-0.5	3.8	0.3	-0.5	2.0
Cc1ccc(F)cc1NC(=O)COC(=O)COc1ccc(C#N)cc1 is entered as -12.2	1.4	·	-5.3	-0.7	-6.2	0.1	0.5	-3.3

(cont.)
The line under a structure holds: SSB-PriA inh, TcdB inh, SARS 3CLpro inh, Yp Topo-I inh, Vc quorum ag, PrPC surface inh, BoNT-A LC inh2, PfHsp40 rescue, Anthrax LF prot
CN(Cc1ccccc1)C(=O)Cc1ccccc1
  -5.4, 0.9, 2.3, -4.4, -0.6, -3.0, ·, -1.2, ·
O=C(Nc1cccc(Cl)c1)Nc1c[nH]c(=O)[nH]c1=O
  -13.5, -3.3, 5.7, 7.3, 0.6, 2.2, 0.0, 0.2, -5.6
Cc1ccc2ccccc2c1C(O)c1ncc(-c2ccccc2Cl)[nH]1 (stereo not given)
  ·, 1.0, ·, -3.9, -0.8, -1.9, 0.0, ·, -1.5
NC(=O)C(NN=C(c1ccccc1)c1ccccc1)c1ccccc1 (stereo not given)
  ·, 3.0, ·, 11.9, -5.9, -1.8, -0.3, ·, 2.5
C[C@H]1CN([C@@H](C)CO)S(=O)(=O)c2ccc(Br)cc2O[C@H]1CN(C)C(=O)c1cccc(F)c1
  ·, 0.9&-0.5, ·, 6.9, -0.6, -0.3, -0.3, ·, -6.0
COCCCNC(=O)CN(c1ccc(Cl)c(Cl)c1)S(C)(=O)=O
  -10.7, 0.6, -1.0, -2.5, i, -4.5, -1.0, -0.3, -5.6
O=C(CCNC(=O)N1CCn2c1nc1ccccc12)NCc1ccccc1Cl
  -4.2, 0.6, 2.2, 10.7, -0.3, 4.6, -0.8, 2.5, -1.8
COc1cc(S(=O)(=O)Nc2ccccc2C)ccc1NC(=O)c1ccncc1
  -5.9, 1.1, 1.8, 6.5, -0.2, 13.7, -0.7, 0.8, -1.3
CCC(=O)/C=C1\Sc2ccc(OC)cc2N1CC
  -2.2, ·, -1.7, -0.4, -0.7, 7.2, 6.8, 1.9, 0.5
Cc1cc(/C=C2\C(=N)N3N=C(C(C)C)SC3=NC2=O)c(C)n1-c1ccccc1
  -6.5, -5.2, 0.9, -5.0, i, 9.9, -0.3, -0.2, -9.6
COc1cccc([C@@H]2CC=C(C(=O)O)[C@H](c3ccc(C)cc3)N2S(=O)(=O)c2ccc(C)cc2)c1
  -3.2, -0.5, ·, 17.8, -1.3, -4.4, -0.1, -0.1, -5.2
Cn1ccnc1C(O)c1cc(C(C)(C)C)c(O)c(C(C)(C)C)c1 (stereo not given)
  -1.5, ·, 3.8, -2.6, i, 4.7, 25.3, 5.8, 31.7*
CCOCCCNC(=O)C(NC(=O)Cc1cccs1)c1ccc(OC)cc1 (stereo not given)
  2.4, -0.3, -0.1, 0.0, 2.4, -6.1, -0.8, 0.5, -0.3
Cc1cc(C=NCCCO)c(C)n1-c1cc(Cl)ccc1Cl
  -10.2, 0.4, 1.7, 8.4, -0.5, 0.9, -0.6, 2.0, -5.7
CCOc1ccc(N(CC(=O)Nc2c(C)cccc2C)S(=O)(=O)c2c(C)[nH]c(=O)[nH]c2=O)cc1
  -0.8, 0.7, 1.9, -0.5, i, -0.2, -0.6, -0.8, 1.3
Cc1noc(NS(=O)(=O)c2ccc(NC(=O)c3ccc(OC(C)C)cc3)cc2)c1C
  -4.8, 0.7, 2.0, 10.6, -0.3, -3.3, -1.1, -0.3, -3.6
CC(=O)c1cccc(NC(=O)CSc2ncc(C(=O)Nc3ccccc3)c(=O)n2C)c1
  -0.3, 1.7, ·, 9.3, -0.3, -4.7, -0.7, -0.9, -3.8
COc1ccccc1NC(=O)Cn1nc(Cc2cccnc2)c2ccccc2c1=O
  -6.9, -0.2, 0.0, 6.8, i, 2.9, -0.8, 0.5, -1.3
COc1ccccc1NC(=O)COC(=O)/C=C/c1ccc2c(c1)OCO2
  -13.2, 1.8, 1.7, 6.1, -0.3, 5.0, -0.8, 19.7, -7.6
COc1cccc(C(=O)Nc2c3c(nn2-c2ccccc2C)CS(=O)C3)c1OC (stereo not given)
  -20.2, ·, 8.3, 10.5, i, 0.5, -0.8, -0.1, 0.0

Going on with the list:
The line under a structure holds: SSB-PriA inh, TcdB inh, SARS 3CLpro inh, Yp Topo-I inh, Vc quorum ag, PrPC surface inh, BoNT-A LC inh2, PfHsp40 rescue, Anthrax LF prot
COc1ccccc1C(=O)CSc1ccccn1
  -23.4, 1.6, 0.8, 1.1, 0.2, -2.2, 2.1, -1.1, 7.5
CCOc1ccc(/C=C2\SC(N3CCc4ccccc4C3)=NC2=O)cc1
  -2.3, ·, 2.9, 29.3, 0.0, 3.5, -0.6, 0.9, -1.8
CCOC(=O)C1=C(CN2CCc3ccccc32)NC(=O)NC1c1ccc(Cl)cc1 (stereo not given)
  1.5, ·, 5.5, -2.0, i, -4.1, 0.3, 1.1, -5.2
O=C(CN1C(=O)c2ccccc2C1=O)Nc1cccc2cccnc12
  -6.3, 2.8, 3.6, 1.9, -0.3, 8.4, 0.0, -2.3, -1.2
CCC(=O)Nc1ccc(/C(C)=N\NC(=O)c2ccc(C)s2)cc1
  ·, ·, 7.6, 1.9, 7.1, 6.4, 0.3, 0.3, 1.7
O=C(c1cc2ccccn2n1)N1CCN(Cc2ccccc2)CC1
  7.0, 1.8, ·, 1.8, -0.8, -3.3, -0.4, 1.2, -1.1
CC(C)(C)OC(=O)N1CCC[C@@H]1C(=O)N1CCC[C@@H]1C(=O)NCc1ccccc1Cl
  ·, 4.7, ·, ·, ·, -4.1, -0.1, ·, 0.6
CC(CCc1ccccc1)NC(=O)COc1ccc(S(=O)(=O)N2CCOCC2)cc1[N+](=O)[O-] (stereo not given)
  6.8, 1.5, -0.4, 18.8, -2.4, -0.5, 0.9, -0.4, -0.8
C[C@]12CC[C@H]3[C@@H](CC[C@]4(O)C[C@@H](O)CC[C@]34C=O)[C@@]1(O)CC[C@@H]2C1=CC(=O)OC1
  -15.3, -5.5, ·, 2.5, -0.1, 8.3, 0.6, -2.4, -2.2
COc1ccc(/C=N/Nc2nc3ccccc3o2)cc1OC
  ·, -0.3, -4.5, 4.0, -0.4, 3.6, -0.5, 0.0, -0.1
CC(C)=CCN1CCN(Cc2ccoc2)CC1CCO (stereo not given)
  -9.5, 1.2, -0.8, -7.4, -0.3, -3.1, -0.5, -0.6, -2.9
COc1ccc(NC(=O)c2cc(C3CCCCN3C(=O)c3ccc(NC(C)=O)cc3)on2)c(C)c1 (stereo not given)
  ·, 0.8, ·, 23.6, -0.1, -3.1, -0.7, ·, 1.7
O=C(/C=C\c1cn(-c2ccccc2)nc1-c1ccc2c(c1)OCCO2)N1CCOCC1
  4.9&-2.0, ·, 4.5, 20.8, 0.8, 1.2, 0.2, 1.2, 1.4
NC(=O)Nc1ccccc1C(=O)N1CCC(O)(c2ccc(Cl)cc2)CC1
  -19.9, ·, 3.6, 2.3, -0.4, ·, 0.0, -0.4, -0.9
CC(C)C[C@@H]1Cc2[nH]c(=S)[nH]c(=O)c2[C@H](CCc2ccccc2)O1
  ·, 0.4, ·, ·, ·, -5.6, -0.5, ·, -6.9
COc1ccccc1-c1c(C(F)(F)F)oc2cc(OC(=O)c3ccc([N+](=O)[O-])cc3)ccc2c1=O
  9.2, 1.3, -0.1, -6.9, 0.3, 3.3, -1.8, 6.4, 0.1

Source: PubChem

The list is partial. The share of hits here may be higher or lower than overall.
